Pol kappa inh: blocks human DNA polymerase kappa activity; 400,000 tested, 0.53% active; Potency, µM (highest dose often 107 µM), for inactives: at the top dose activity, negative = inhibition, actives largely listed as inhibitors; purified Pol kappa, fluorescent DNA synthesis assay, 10 min; AID 588579; Q9UBT6; also: potency is read from the fitted curve at half-maximal effect; % is scaled to controls: 0 for no effect and ±100 for the full control effect
Target sequence (Q9UBT6 whole entry, looked up): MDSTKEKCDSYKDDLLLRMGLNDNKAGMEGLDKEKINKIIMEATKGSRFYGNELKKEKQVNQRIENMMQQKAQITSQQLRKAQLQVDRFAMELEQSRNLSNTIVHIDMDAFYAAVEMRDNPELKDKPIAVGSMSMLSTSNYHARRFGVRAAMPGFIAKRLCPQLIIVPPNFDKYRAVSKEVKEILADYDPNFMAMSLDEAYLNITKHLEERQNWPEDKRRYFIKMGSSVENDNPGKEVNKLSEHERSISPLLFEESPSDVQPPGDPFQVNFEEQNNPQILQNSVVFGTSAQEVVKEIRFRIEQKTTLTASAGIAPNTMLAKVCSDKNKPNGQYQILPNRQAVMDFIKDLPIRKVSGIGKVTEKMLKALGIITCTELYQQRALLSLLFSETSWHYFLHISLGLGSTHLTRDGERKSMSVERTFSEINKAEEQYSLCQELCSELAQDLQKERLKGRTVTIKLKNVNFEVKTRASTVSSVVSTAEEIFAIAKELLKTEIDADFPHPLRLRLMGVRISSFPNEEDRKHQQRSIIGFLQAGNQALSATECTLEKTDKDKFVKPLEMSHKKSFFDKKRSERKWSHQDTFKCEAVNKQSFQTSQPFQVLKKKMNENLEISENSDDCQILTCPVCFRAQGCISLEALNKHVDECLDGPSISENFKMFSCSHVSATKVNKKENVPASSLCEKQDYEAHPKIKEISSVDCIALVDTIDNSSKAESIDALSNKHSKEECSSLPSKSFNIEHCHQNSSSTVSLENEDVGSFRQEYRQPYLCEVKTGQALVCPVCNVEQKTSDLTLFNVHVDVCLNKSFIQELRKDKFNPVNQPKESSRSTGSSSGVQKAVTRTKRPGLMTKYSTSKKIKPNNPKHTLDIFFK
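Readout: fluorescence, taken kinetically at 0 and 10 min. Conditions: 10 nM Pol kappa, 15 min RT compound preincubation, 50 nM substrate final. Controls: enzyme-free buffer wells.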
APEX1 inh: APE1 (human) endonuclease inhibition. P27695. recombinant APE1, TAMRA/BHQ-2 abasic DNA cleavage fluorescence. AID 2517. Potency, µM (series often up to 65.8 µM), inactives show top-dose activity change, negative = inhibition, actives largely listed as inhibitors. 350,000 tested, 0.35% active;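 also: potency is read from the fitted curve at half-maximal effect; plate controls were vehicle for no effect and reference inhibitor for full effect; nearly all actives have a fitted effect of over 55% in size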
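Incision of a quenched TAMRA/BHQ-2 THF abasic-site duplex (50 nM) by 0.75 nM APE1, after 15 min compound preincubation, measured as fluorescence increase over three 60 s reads. Values normalized to buffer, DMSO and NSC13755 control wells.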
Glioma ERSR ind: inducers of ER stress response in human glioma cells. Potency, µM, inactives show top-dose activation, hits mostly activators. U87-MG GRP78 promoter luciferase reporter, 16 h. 420,000 tested, 0.02% active; also: potency is read from the fitted curve at half-maximal effect; series mostly up to about 76 µM; % of control where 0% means no effect; nearly all actives have a fitted effect of over 35% in size
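ERSR induction read as luciferase luminescence (Bright-Glo, 10 min at room temperature) in stably transfected human U87-MG glioma cells exposed to compounds for 16 h, using GRP78 as sensor.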
LDHA inh: inhibitors of human lactate dehydrogenase A; P00338; purified LDHA, NADH/diaphorase-resazurin fluorescence; stronger effect = lower value; activity change, % (values are at about 110 or 230 µM); 480,000 tested, 0.15% active; in the data active = activity change below about -30%; inconclusive = mostly about -25% to -30%;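 also: plate controls were DMSO wells for no effect and wells without enzyme for full effect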
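Remaining NADH was detected by diaphorase (0.133 mg/mL) converting 37 µM resazurin to fluorescent resorufin, read at 0 and 20 minutes. The preceding 5-minute room-temperature reaction used 2 nM LDHA, 0.2 mM sodium pyruvate and 0.06 mM NADH at pH 7.4.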
Anesthetic bind: candidate novel general anesthetic via apoferritin binding; P02791; apoferritin/1-aminoanthracene competitive binding, fluorescence; Potency, µM (doses to about 77.5 µM), for the others: at the top dose activity change, negative = displacement, usual class: inhibitors; 350,000 tested, 0.074% active; also: potency is read from the fitted curve at half-maximal effect; % is scaled to controls: 0 for no effect and ±100 for the full control effect; nearly all actives have a fitted effect of over 20% in size
Target sequence (P02791 2-175 limits assumed): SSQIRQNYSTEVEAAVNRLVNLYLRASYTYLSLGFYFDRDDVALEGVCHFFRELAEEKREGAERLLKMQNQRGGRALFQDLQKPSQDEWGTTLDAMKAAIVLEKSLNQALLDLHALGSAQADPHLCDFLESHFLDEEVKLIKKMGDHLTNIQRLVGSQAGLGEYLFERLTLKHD
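In PBS, apoferritin at 10 uM is loaded with 1-AMA from a 50% saturated solution. After 10 min of compound exposure at ambient temperature, reduced 535 nm fluorescence indicates probe displacement.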
Pol beta inh: blocks human DNA polymerase beta activity | AID 485314 | P06746 | 340,000 tested, 1.3% active | Pol beta primer extension/strand displacement, fluorescence kinetic | Potency, µM (top dose mostly 114 µM), inactives show at the highest dose activity change, negative = inhibition, actives largely listed as inhibitors; also: potency is read from the fitted curve at half-maximal effect; % is scaled to controls: 0 for no effect and ±100 for the full control effect
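10 nM enzyme + cpd, 15 min RT; start with substrate 50 nM final; read 0 min and after 10 min RT. Corrected, normalized data; 4-parameter Hill curve fit.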
Pol eta inh: inhibitors of human DNA polymerase eta | 390,000 tested, 1.2% active | Potency, µM (series often up to 114 µM), for the others: at the top dose activity change, negative = inhibition, hits mostly inhibitors | recombinant Pol eta, fluorescent DNA replication assay; also: potency is read from the fitted curve at half-maximal effect; % is scaled to controls: 0 for no effect and ±100 for the full control effect
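Pol eta (10 nM) was preincubated with compounds for 15 min at room temperature, after which fluorescent replication substrate (50 nM final) was added to start the reaction. Fluorescence was read kinetically at 0 and 10 min.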
Pol iota inh: inhibitors of human DNA polymerase iota | Pol iota fluorescent replication assay, 10 min | Potency, µM (top dose mostly 115 µM), for the others: top-dose activity, negative = inhibition, usual class: inhibitors | 390,000 tested, 1% active; also: potency is read from the fitted curve at half-maximal effect
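Pol iota at 10 nM preincubated 15 min with compounds at room temperature; reaction started with fluorescent substrate, 50 nM final. Fluorescence read kinetically at 0 and 10 min; buffer-only wells as negative control.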
BLM inh: blocks DNA unwinding by human BLM helicase; 350,000 tested, 0.2% active; recombinant BLM DNA unwinding, fluorescence dequenching; P54132; Potency, µM (titrated, usually from 56.1 µM), for inactives: at the highest dose activity change, negative = inhibition, hits mostly inhibitors;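 also: potency is read from the fitted curve at half-maximal effect; plate controls were vehicle for no effect and no enzyme for full effect; nearly all actives have a fitted effect of over 35% in size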
* hit, by the source's call; ? = inconclusive; · = not tested or not shown; [ ] = another dose, or the depositor's remark. Unless noted, calls follow the shape of the dose curve; as a rule, active = well fitted curve in the direction sought with a large enough effect; inconclusive = small, poorly fitted or top-dose-only effect, or another doubt; inactive = no such curve, though single readings can be large; an effect the other way counts as inactive or inconclusive.

compound | Pol kappa inh | APEX1 inh | Glioma ERSR ind | LDHA inh | Anesthetic bind | Pol beta inh | Pol eta inh | Pol iota inh | BLM inh
O=C1c2ccccc2C(=O)N1Cc1ccco1 | -7% | 0% | -3% | -5 | ? | 7% | -3% | 22% | -1%
O=Cc1cccn1Cc1ccccc1[N+](=O)[O-] | -3% | 2% | 1% | -9 | ? | 0% | -2% | -7% | -1%
CCCCNS(=O)(=O)c1ccc2nc(SCC(=O)Nc3ccccc3)[nH]c2c1 | -8% | 20% | -3% | 1 | -15% | 6% | -14% | 1% | -5%
CCOC(=O)c1ccc(N2C(=O)C(C)=C(C)C2=O)cc1 | -3% | 8% | 10% | -10 | -23% | 11% | -5% | 7% | -3%
CSCCC(NS(=O)(=O)c1ccc(Cl)c(Cl)c1)C(=O)O (configuration not stated) | -11% | -4% | -3% | -6 | -6% | -2% | -21% | 32%[activator] | 0%
CCC1SC(CC)C(=O)N(CC(=O)NCc2ccc(F)cc2)C1=O (configuration not stated) | -10% | 2% | -4% | -6 | -13% | 9% | -22% | 159%[activator] | 2%
CC(CNC1CCCCC1)OC(=O)c1ccc([N+](=O)[O-])cc1 (configuration not stated) | -15% | · | -1% | -2 | · | · | -17% | 16% | ·
O=C(Nc1ccccc1)Nc1ccccc1C(=O)NCCCN1CCOCC1 | 8% | -1% | -1% | -1 | -4% | 0% | 3% | 8% | -6%
Cc1cc(C)n2nc(S(=O)(=O)Nc3c(Cl)cccc3Cl)nc2n1 | -12% | 5% | -2% | -7 | -4% | 3% | -16% | 44%[activator] | -1%
CCOC(=O)[C@H]1NN=C(C(=O)OC)[C@@H]1c1ccccc1 | -7% | 1% | 4% | -6 | -9% | 31% | ? | -16% | 0%
COc1ccc(Cl)cc1C(=O)OCC(=O)Nc1sccc1C(N)=O | -9% | -34% | -1% | 0 | · | · | ? | ? | ·
Cc1ccc(C(=O)NCCOc2cccc3cccnc23)cc1Cl | -9% | 8% | -3% | -13 | -9% | -4% | -12% | 38%[activator] | -1%
CCCCCN(C(=O)CN1CCC(Cc2ccccc2)CC1)c1c(N)n(CCCC)c(=O)[nH]c1=O | -14% | 0% | -1% | -6 | -2% | 11% | 12% | 24% | -4%
CC(C)N(Cc1ccccc1)C(=O)c1cnc2n(c1=O)CCS2 | -16% | -16% | -5% | -11 | 1% | -13% | -13% | -4% | 1%
CC(=O)C(C)Sc1nnc(-c2ccccc2F)n1C1CC1 (configuration not stated) | 5% | 2% | 0% | -3 | -9% | 32% | -7% | 25% | 0%
C=CCNc1nnc(SCC(=O)Nc2ccccc2OC)c2ccccc12 | 1% | 16% | -7% | -6 | 75%[activator] | 25% | -2% | 34%[activator] | -1%
Cc1cccc(Nc2nc(NCC3CCCO3)nc(N)c2[N+](=O)[O-])c1 (configuration not stated) | -2% | -9% | -1% | -2 | -3% | -2% | ? | 25% | 0%
Cc1ccc(CC(=O)Nc2ccc(OC(F)F)c(Cl)c2)cc1C | -17% | -5% | ? | -7 | 0% | -32% | -9% | -8% | -9%
COc1ccccc1C(CNc1ncccc1[N+](=O)[O-])N(C)C (configuration not stated) | -3% | 45% | 0% | -5 | -20% | 42% | 0% | 33%[activator] | 5%
CCCN(C(=O)Cn1c(C(F)(F)F)nc2ccccc21)C1CCS(=O)(=O)C1 (configuration not stated) | -17% | 27% | -3% | -3 | · | · | -7% | 10% | ·
N#C/C(=C/c1ccco1)c1nc2ccccc2s1 | -10% | 3% | -5% | 0 | 24% | -11% | -15% | 20% | 3%
O=c1cc(CN2CCN(Cc3ccccc3)CC2)c2cc3c(cc2o1)CCC3 | -11% | 8% | -3% | 0 | 4% | -17% | -21% | -19%[58.9 µM] | 1%
CC1(C)C2CC[C@@]1(C)C(=O)C2 | 0%[60.1 µM] | -3% | -3% | · | -13% | · | · | · | 5%
COc1cccc(-c2nc3c(c(SCC(=O)N4CCOCC4)n2)Cc2c(CO)cnc(C)c2O3)c1 | -38% | 8% | -1% | -6 | -13% | -9% | -14% | 79µM* | 0%
N#Cc1ccc(CSc2ccc(S(=O)(=O)N3CCCC3)cn2)cc1 | -16% | 13% | -4% | -8 | · | · | -3% | -16% | ·
COc1ccc(NC(=O)CSc2nnc3ccc(-c4cccnc4)nn23)cc1OC | -14% | 16% | -7% | -3 | · | · | -23% | 44%[activator] | ·
N/C(=N\OC(=O)CC1CCCCC1)c1ccc(Br)cc1 | -4% | 21% | 2% | -3 | -14% | 25% | -21% | 17% | -2%
COc1ccc(S(=O)(=O)N2CCN(CCCOc3ccc(F)cc3)CC2)cc1OC | -11% | 40% | -4% | -10 | -17% | 2% | -8% | 2% | -4%
CN(C(=O)COC(=O)CCC(=O)c1ccc(Cl)cc1)c1c(N)n(Cc2ccccc2)c(=O)[nH]c1=O | -12% | 15% | -1% | -5 | · | · | -12% | 4% | ·
CC(=O)Nc1ccc(S(=O)(=O)N2CCC(N3CCCCCC3)CC2)cc1 | 8% | 11% | -1% | -4 | -5% | 22% | -16% | -13% | 1%
COc1ccc(C(O)(CC(C)C)C(CN2CCOCC2)c2ccccc2)cc1 (configuration not stated) | -7% | 10% | 1% | -12 | -20% | 0% | -5% | 12% | -2%
Cc1ccc(C(=O)Nc2ccc3c(c2)C(=O)NC3=O)cc1 | -8% | -5% | 0% | -20 | 3% | -1% | -7% | -4% | -8%
COCc1cc(C)nc2sc3c(c12)NC(c1ccc(O)c(OC)c1)N(c1ccccc1)C3=O (configuration not stated) | -1% | · | 2% | -5 | 193%[activator] | 46% | -5% | ? | -5%
COc1ccc2c(c1)c1c(c(=O)n(-c3ccc(OC)c(OC)c3)c(=O)n1Cc1ccc(C)cc1)n2C | -3% | · | 2% | -7 | 0% | 0% | 8% | 0% | -4%
CCOc1ccccc1NC(=O)N1CCN(Cc2nc3ccc(C)cc3o2)CC1 | -5%[60.1 µM] | · | 1% | -2 | -8% | 20% | -9% | ? | -1%
NS(=O)(=O)c1cc(C(=O)NC2CCSc3ccccc32)ccc1Cl (configuration not stated) | 0.79µM* | 0.12µM* | -2% | -66* | -2% | 0.32µM* | -100% | 1.3µM* | 8.9µM*
O=C(Nc1ccc2nc(-c3cccnc3)[nH]c2c1)c1ccco1 | -20% | ? | -3% | -1 | -1% | ? | -25% | -15% | -8%
CCOC(=O)c1ccc(NC(=O)c2nc[nH]c2C(=O)NCCNC(=O)c2[nH]cnc2C(=O)Nc2ccc(C(=O)OCC)cc2)cc1 | -22% | -24% | -3% | 0 | · | · | -13% | -12% | ·
C/C(=N\NC(=O)Cn1ccc(C(F)(F)F)n1)c1ccco1 | -13% | 19% | -3% | 2 | -16% | 34%[activator] | -19% | 59%[activator] | 3%
c1coc(CNCc2cccs2)c1 | 1% | 6% | -5% | -3 | -6% | ? | -16% | 15% | 2%
C#CC(CC)(CC)NC(=O)/C=C/C(=O)O | -4% | -4% | -4% | -5 | 27% | 13% | 14% | 123%[activator] | -1%
[O-]c1c[n+](-c2ccccc2)no1 | 10% | 0% | -2% | 0 | -12% | 2% | -8% | -5% | -4%
O=C(NC(=S)N1CCCC1)c1ccccc1Cl | -9% | 6% | -2% | 0 | -4% | 50% | -6% | 20% | -8%
COc1ccc(N2C(=O)C3CCCN3C2c2ccccc2)cc1 (configuration not stated) | 14% | -5% | -3% | 2 | -10% | 8% | -14% | 18% | -3%
CC(=O)NCCC(=O)N(Cc1ccccc1)c1nc2c(C)cccc2s1 | -8% | 47%[activator] | -3% | -2 | -20% | 2% | -19% | 19% | -18%
O=C1CN(C(=O)COc2ccc(F)cc2Br)c2ccccc2N1 | -8% | 2% | 1% | 0 | -7% | -14% | -17% | 17% | 1%
Cc1c(NC(=O)c2cccc(F)c2)c(=O)n(-c2ccccc2)n1C | -4% | 1% | -3% | 4 | 3% | 2% | -6% | -3% | -2%
COc1cc(NC(=S)NCCN2CCOCC2)cc(OC)c1OC | 3%[60.1 µM] | 5% | -2% | -3 | -6% | 13% | -16% | -14% | -4%
CC1(C)N=C(N)N=C(N)N1c1cccc(C#N)c1 | 0% | · | -2% | 1 | · | · | -7% | 17% | ·
S=C(NCCc1ccccc1)N/N=C/c1cccc(Cl)c1Cl | -7% | 1% | -5% | -5 | -3% | 0% | -21% | 37% | -12%
Cc1ccc(C)c(NC(=O)CSc2nc3c([nH]c4ccccc43)c(=O)n2-c2ccc(F)cc2)c1 | 4%[60.1 µM] | · | -4% | -1 | -37% | -22% | -1% | -24% | -1%
Cn1nc(OC(=O)Nc2cccc(Cl)c2)cc1C(F)(F)F | -10% | 12% | 5% | -7 | -12% | 4% | -16% | 7% | -2%
COc1ccc(C(=O)NCC(=O)OCc2ccc(Cl)cc2Cl)cc1OC | -11% | 12% | -2% | -16 | · | · | -14% | 13% | ·
COc1ccc(-n2c(SCC(=O)N/N=C/c3ccccc3OCC(=O)O)nc3ccccc3c2=O)cc1 | -7% | 5% | 8% | -11 | 6% | ? | -25% | -24% | -19%
O=P(Cc1cccc2ccccc12)(c1ccccc1)c1ccccc1 | -7% | · | -2% | -15 | · | · | -5% | 5% | ·
CC(C)c1ccc(NC(=O)CSc2nc3c(c(=O)[nH]2)CCC3)cc1 | · | 0% | · | · | -4% | 9% | · | · | -1%
CCn1c(N2CCN(C(=S)Nc3ccc(OC)cc3)CC2)nc2ccccc21 | -15% | 1% | 1% | -7 | -21% | 25% | -12% | ? | -3%
c1ccc(N2CCN(c3ccccc3)C2c2ccncc2)cc1 | -5%[60.1 µM] | -1% | -3% | 2 | ? | 0% | -9% | 39%[activator] | -14%
Cc1occc1-c1nnc(SCC(=O)Nc2ccccn2)o1 | -6% | -4% | 2% | -11 | 1% | -4% | 0% | 52%[activator] | 0%

At a glance, part of the list above:
compound | Pol kappa inh | APEX1 inh | Glioma ERSR ind | LDHA inh | Anesthetic bind | Pol beta inh | Pol eta inh | Pol iota inh | BLM inh
COc1ccc(C(O)(CC(C)C)C(CN2CCOCC2)c2ccccc2)cc1 (configuration not stated) | -7% | 10% | 1% | -12 | -20% | 0% | -5% | 12% | -2%
Cc1ccc(C(=O)Nc2ccc3c(c2)C(=O)NC3=O)cc1 | -8% | -5% | 0% | -20 | 3% | -1% | -7% | -4% | -8%

Screens deposited in PubChem by National Center for Advancing Translational Sciences (NCATS).

An excerpt, so the mix of outcomes need not match the whole.
